DDE Tn6 FP inh: DD(E)-Tn6 binding inhibition, primary FP screen | 0.21% of 370,000 active | Fibrin DD(E) TRITC-Tn6 fluorescence polarization displacement | inhibition, % at 8.3 µM;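 active = inhibition above a per-campaign cutoff: mean of compounds within control limits plus 3 SD, cut at about 15% in these data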;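 also: 0% = median of all compound wells on the plate and 100% = blocking peptide control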
ADAM17 inh: ADAM17 inhibition, QFRET primary screen; P78536; recombinant ADAM17, EDANS/DABCYL FRET peptide cleavage; inhibition, % at 6.95 µM; 0.83% of 370,000 active; AID 720648;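 active = inhibition above the mean of compounds lying between control limits plus 3 SD, set per campaign, cut at about 8.5% in these data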;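 also: 0% = DMSO-only wells as the low control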
Target sequence (P78536 215-824 limits assumed): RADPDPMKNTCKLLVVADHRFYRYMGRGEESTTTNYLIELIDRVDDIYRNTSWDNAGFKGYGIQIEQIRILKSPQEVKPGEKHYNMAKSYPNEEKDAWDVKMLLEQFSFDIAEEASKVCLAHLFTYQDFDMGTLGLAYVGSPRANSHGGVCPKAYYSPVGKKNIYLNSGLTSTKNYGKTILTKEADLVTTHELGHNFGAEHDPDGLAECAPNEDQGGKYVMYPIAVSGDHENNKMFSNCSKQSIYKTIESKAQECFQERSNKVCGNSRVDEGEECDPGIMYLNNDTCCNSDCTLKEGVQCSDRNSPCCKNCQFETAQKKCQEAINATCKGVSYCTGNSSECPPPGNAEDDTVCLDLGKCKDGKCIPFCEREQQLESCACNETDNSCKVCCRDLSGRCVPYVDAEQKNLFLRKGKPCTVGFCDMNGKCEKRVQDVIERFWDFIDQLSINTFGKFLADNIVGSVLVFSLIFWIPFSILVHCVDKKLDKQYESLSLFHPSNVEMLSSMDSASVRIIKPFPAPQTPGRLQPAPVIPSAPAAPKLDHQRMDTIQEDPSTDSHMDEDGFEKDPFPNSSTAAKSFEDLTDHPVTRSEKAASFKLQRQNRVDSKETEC
KLK7 zymogen act: proKLK7 (human) activation, primary screen; P49862; purified proKLK7, EDANS-DABCYL substrate fluorescence; 100% is mature enzyme control, 0% vehicle; activation, % at 7 µM; 0.9% of 370,000 active;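 active = activation above the mean of all tested compounds plus 3 SD, computed per campaign excluding outliers beyond control limits, cut at about 13% in these data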
LEDGF integ inh: blocks HIV-1 LEDGF/p75-dependent DNA integration. TR-FRET IN-LEDGF/p75 DNA integration, Eu/Cy5. inhibition, % at 3.7 µM. 0.64% of 370,000 active. AID 743269;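 active = inhibition above the screen-wide mean plus 3 SD, cut at about 13% in these data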;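 also: signal is the Cy5 over europium emission ratio at 671 and 618 nm; 0% = plate median of compound wells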
ARFGAP1 inh: inhibits rat ARF GTPase activating protein 1 | Q62848 | Arfgap1-stimulated ARF1 GTP hydrolysis, GDP FP detection | inhibition, % at 16.5 µM | 0.26% of 360,000 active;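 active = inhibition above a per-plate limit, mean inhibition of low control wells plus 3 SD, cut at about 25% in these data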;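 also: 0% = DMSO wells with enzyme and 100% = wells lacking Arfgap1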
Target sequence (Q62848 1-136 limits assumed): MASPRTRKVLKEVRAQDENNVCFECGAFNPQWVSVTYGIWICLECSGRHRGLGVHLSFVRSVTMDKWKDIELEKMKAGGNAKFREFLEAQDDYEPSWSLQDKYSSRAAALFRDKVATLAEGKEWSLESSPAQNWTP
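Repeats: one replicate per compound; assay system: rat Arfgap1 catalytic domain, aa 1-136; times: enzyme reaction 120 min at 25 °C after 20 min preincubation; detection: FP of antibody-bound GDP Alexa 633 tracer, ex 620/em 688 nm; benchmarks: high control wells lacking Arfgap1, low control full reaction with DMSO; reagent: human ARF1(Δ1-17)-GTP substrate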
ADAM10 inh: inhibitors of human ADAM10. O14672. recombinant ADAM10, EDANS/DABCYL FRET peptide cleavage, 3 h. inhibition, % at 7 µM. 0.62% of 370,000 active. AID 720582;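 active = inhibition above a per-campaign cutoff equal to the mean of compounds falling between control-based bounds plus 3 SD, cut at about 20% in these data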;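 also: 0% = DMSO wells while the 100% control is not disclosed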
TDP2 inh: blocks human TDP2 phosphodiesterase activity | O95551 | recombinant TDP2, T5PNP hydrolysis, p-nitrophenol absorbance 415 nm | inhibition, % at 12.8 µM | 0.34% of 370,000 active;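 active = inhibition above the mean of all tested compounds plus 3 SD, set per campaign, cut at about 25% in these data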;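 also: 0% = DMSO with enzyme and 100% = buffer with substrate but no TDP2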
Target sequence (O95551 whole entry, looked up): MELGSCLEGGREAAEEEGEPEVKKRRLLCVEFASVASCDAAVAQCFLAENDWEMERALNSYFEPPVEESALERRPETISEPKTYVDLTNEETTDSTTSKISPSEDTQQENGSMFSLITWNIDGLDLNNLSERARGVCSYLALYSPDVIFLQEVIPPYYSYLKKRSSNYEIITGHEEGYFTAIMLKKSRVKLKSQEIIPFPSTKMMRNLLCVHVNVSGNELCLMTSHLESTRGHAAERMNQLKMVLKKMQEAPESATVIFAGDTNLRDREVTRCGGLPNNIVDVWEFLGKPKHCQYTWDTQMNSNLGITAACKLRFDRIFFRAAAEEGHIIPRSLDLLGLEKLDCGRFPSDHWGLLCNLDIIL
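Material: recombinant human TDP2; quantity: TDP2 enzyme at 120 nM final; medium: Tris-HCl pH 7.5 with MgCl2; compound: single concentration, 12.8 µM nominal, with 1% DMSO; incubation: 2 h enzyme incubation at 37 °C; signal: epi absorbance; measure: percent inhibition; benchmarks: high control without enzyme, low control DMSO plus TDP2; repeats: singlicate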
PLCg1 inh: inhibitors of human phospholipase C gamma1. 0.84% of 370,000 active. purified PLC-gamma1, fluorogenic substrate, fluorescence. P19174. AID 720700. inhibition, % at 12.2 µM; in the data active = inhibition above about 9.5%
DDE Tn7 FP inh: DD(E)-Tn7 binding inhibition, primary FP screen; inhibition, % at 8.3 µM; FP displacement of FITC-Tn7 peptide from fibrin DD(E); 0% = median of compound wells per plate; P02675; 0.13% of 370,000 active;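 active = inhibition above the mean of compounds falling within the control limits plus 3 SD of them, cut at about 14% in these data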;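 also: 0% = plate median of compound wells and 100% = 10 µM Aha-Tn7 peptide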
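Assay system: Human fibrin DD(E) protein | Medium: Tris buffer with calcium and detergent, pH 7.8 | Reagent: 0.1 µM fluorescent Tn7 | Compound dosing: Single point at 8.3 µM | Times: 10 min preincubation, 3 h with tracer, room temperature | Detection: Fluorescence polarization of the labelled Tn7 tracer | Controls: Aha-Tn7 high control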
ASAP1 GAP inh: ASAP1 ArfGAP inhibition. inhibition, % at 16.5 µM. 0.19% of 360,000 active. AID 624377. ASAP1-stimulated ARF1 GTP hydrolysis, GDP FP detection; in the data active = inhibition above about 25%;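 also: 0% = vehicle with enzyme and substrate and 100% = no enzyme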
* = called active by the depositor; i = inactive; x = not tested or not shown; & = joins results of further samples; ! = not confirmed by another sample. Not all compounds are listed; count on the stated rates, not on these rows.

DDE Tn7 FP inh	ADAM10 inh	PLCg1 inh	KLK7 zymogen act	TDP2 inh	ADAM17 inh	LEDGF integ inh	ARFGAP1 inh	DDE Tn6 FP inh	ASAP1 GAP inh	structure
4	2	2	-0.1	-3	3	1	-1	-4	2	Cc1nc2c3ccccc3nc(NNC(=O)CCC(=O)N3CCN(c4ccccc4F)CC3)n2n1
6	4	-2	-0.4	12	-3	-3	-3	9	1	CCC(C(=O)Nc1ccccc1N1CCCC1)c1ccccc1 (stereo unspecified)
0	10	3	-0.3	-19	2	4	4	-4	-1	CC1(C)O[C@@H]2C[C@H]3[C@@H]4C[C@H](F)C5=CC(=O)C=C[C@]5(C)[C@@]4(F)[C@@H](O)C[C@]3(C)[C@]2(C(=O)CO)O1
4	-82	-74	-2.8	6	-28	-7	6	-28	12	Cn1ccc2cc3c(cc21)CCN3C(=O)Nc1cccnc1
-7	-2	60*	0.1	30*	-5	81*	8	-5	29*	O=C1NC(=S)S/C1=C\C=C\c1ccc([N+](=O)[O-])o1
0	1	-9	-3.8	-13	0	2	-8	-1	-5	Cc1c(C)n(Cc2ccccc2)c2ccc(C(=O)OCCN(C)C)cc12
6	-7	1	-0.4	-6	-2	-5	-12	4	0	O=[N+]([O-])c1cncn1CCN1CCOCC1
-2	5	9	-0.8	-15	-6	9	-5	2	-9	O=C(c1ccccn1)N(Cc1cccs1)C1(C(=O)NC2CCCCC2)CCCCC1
-10&1	-7&-5	4&-1	-0.1&0.2	-6&-10	-1&-6	0&-1	11&-6	-8&-3	8&-6	CC(Cc1cccc(C(F)(F)F)c1)NCCOC(=O)c1ccccc1 (stereo unspecified)
8	-5	0	0.1	1	-1	2	3	6	-10	C/C(=N\NC(=S)NCc1ccccc1)C1CCCCC1
-6	0	-5	0.2	-2	0	-4	x	-1	x	O=C(O)c1ccc(-n2nc(-c3ccccc3O)nc2-c2ccccc2O)cc1
-6	0	2	-0.5	-1	1	0	1	1	6	CCCCN(CCCC)CCCOC(=O)c1ccc(N)cc1
6	-2	-2	0.5	1	-4	-2	14	9	12	C[C@@H]1C[C@H]2[C@@H]3CCC4=CC(=O)C=C[C@]4(C)[C@@]3(Cl)[C@@H](O)C[C@]2(C)[C@@]1(OC(=O)c1ccco1)C(=O)CCl
-1	7	2	-0.4	-4	-3	2	4	8	16	COc1cc(N)c(Cl)cc1C(=O)N[C@H]1CCN(CCCOc2ccc(F)cc2)C[C@H]1OC
5	-7	0	0.4	-7	-7	-2	6	5	-11	CN(C)CC/C=C1/c2ccccc2COc2ccc(CC(=O)O)cc21
4&11	-13&-12	6&5	-0.1&-0.2	6&5	-5&-5	49*	25*!	-4&-3	21&21	O=C1c2c(O)ccc(O)c2C(=O)c2c(NCCNCCO)ccc(NCCNCCO)c21
2	-56	-106	4.1	4	-17	1	2	2	0	COC(=O)N/N=C/c1c[n+]([O-])c2ccccc2[n+]1[O-]
-2	-8	0	0.6	7	-1	0	-18	-2	2	COc1cc(C=O)ccc1O
1	5	9	-0.3	-11	-6	4	7	3	6	CC(C)(C)NCC(O)COc1cccc2c1C[C@H](O)[C@H](O)C2 (stereo partly specified)
-1	-78	-4	1.3	10	-26	-5	8	-1	-4	C=C[C@H]1CN2CCC1C[C@H]2[C@H](O)c1ccnc2ccc(OC)cc12 (stereo partly specified)

(continued)
DDE Tn7 FP inh	ADAM10 inh	PLCg1 inh	KLK7 zymogen act	TDP2 inh	ADAM17 inh	LEDGF integ inh	ARFGAP1 inh	DDE Tn6 FP inh	ASAP1 GAP inh	structure
-6	1	4	0.3	9	-3	-1	-15	5	-8	CCCC(=O)O[C@]1(C(=O)CCl)[C@@H](C)C[C@H]2[C@@H]3CCC4=CC(=O)C=C[C@]4(C)[C@@]3(F)C(=O)C[C@@]21C
-7	i	i	99*	-2	i	-1	-3	2	8	Cc1cc(=O)oc2cc(O)ccc12
3&0	-17&-5	-2&5	-0.1&0.0	5&5	-10&-2	-4&0	7&0	-2&-5	2&5	CCCCOc1cc(C(=O)OCCN(CC)CC)ccc1N
-2	4	2	0.5	3	0	8	-3	4	-4	O=C(O)Cc1cn(-c2ccccc2)nc1-c1ccc(Cl)cc1
0&-1	-77&-55	-1&-7	1.1&0.7	8&1	-26&-19	2&1	-6&-5	-4&7	-5&-16	C=C[C@H]1CN2CC[C@H]1C[C@H]2[C@H](O)c1ccnc2ccc(OC)cc12
4	-2	-1	-0.1	4	-3	0	12	0	-10	O=C(NC1CCN(CCc2c[nH]c3ccccc23)CC1)c1ccccc1
-10	-2	4	-0.2	-1	0	-1	5	-5	16	CN[C@@H]1[C@H](O)[C@H](NC)[C@H]2O[C@@]3(O)C(=O)C[C@@H](C)O[C@H]3O[C@@H]2[C@H]1O
-2	-6	2	0.1	-3	-7	-1	-5	0	-4	CC(=O)OCC(=O)[C@@]1(O)CC[C@H]2[C@@H]3CCC4=CC(=O)C=C[C@]4(C)[C@@]3(F)[C@@H](O)C[C@@]21C
1	13	2	-0.4	2	3	0	3	6	5	O=C(Nc1cc(-c2ccccc2)nn1-c1ccccc1F)c1ccc([N+](=O)[O-])cc1
-2	-172	-69	6.8	-3	-51	2	4	-1	4	CC[C@]12CCCN3CCc4c(n(c5ccccc45)[C@](O)(C(=O)OC)C1)[C@@H]32
-4	5	-1	0.4	9	-5	-1	7	8	-13	CCCOc1ccc(C(=O)OCCN(CC)CC)cc1N
2	-2	2	-0.1	-2	-6	-3	-2	3	-6	CN(C)C/C=C(\c1ccc(Br)cc1)c1cccnc1
3	-7	0	0.2	-4	-7	-2	6	4	3	CCN(CCCCOC(=O)c1ccc(OC)c(OC)c1)C(C)Cc1ccc(OC)cc1 (stereo unspecified)
-2&0	-10&1	0&-1	-0.7&-0.7	0&5	-4&-2	-2&2	-3&13	-2&-6	0&17	N=c1nc(N2CCCCC2)cc(N)n1O
-6	-1	-1	-0.8	0	-4	4	19	-5	-2	C[C@H](CCC(=O)O)[C@H]1CC[C@H]2[C@@H]3[C@H](O)C[C@@H]4C[C@H](O)CC[C@]4(C)[C@H]3CC[C@]12C
2	9	-1	0.4	4	2	0	6	9	6	CN(C)S(=O)(=O)n1cc(/C=C(\NC(=O)c2ccccc2)C(=O)NCCCn2ccnc2)c2ccccc21
7	5	-7	0.3	0	-4	3	-1	-5	6	COc1cc(C2Oc3cc(C4Oc5cc(O)cc(O)c5C(=O)C4O)ccc3OC2CO)ccc1O (stereo unspecified)
5	-4	-2	0.4	2	-3	0	-2	5	4	O=C(O)c1cc(=O)c2ccccc2o1
1	5	2	0.1	4	-1	4	x	-6	x	CC[C@H](C(=O)Nc1ccccc1N1CCCC1)c1ccccc1
2	-8	-2	-0.8	-7	-1	-2	8	5	-7	CC1O[C@@H](OCC2O[C@@H](Oc3cc(O)c4c(c3)OC(c3ccc(O)cc3)CC4=O)[C@H](O)[C@@H](O)[C@@H]2O)[C@H](O)[C@H](O)[C@H]1O (stereo partly specified)

7 entries from above, ordered by their value in ADAM10 inh, ascending:
DDE Tn7 FP inh	ADAM10 inh	PLCg1 inh	KLK7 zymogen act	TDP2 inh	ADAM17 inh	LEDGF integ inh	ARFGAP1 inh	DDE Tn6 FP inh	ASAP1 GAP inh	structure
2	-8	-2	-0.8	-7	-1	-2	8	5	-7	CC1O[C@@H](OCC2O[C@@H](Oc3cc(O)c4c(c3)OC(c3ccc(O)cc3)CC4=O)[C@H](O)[C@@H](O)[C@@H]2O)[C@H](O)[C@H](O)[C@H]1O (stereo partly specified)
-2	-6	2	0.1	-3	-7	-1	-5	0	-4	CC(=O)OCC(=O)[C@@]1(O)CC[C@H]2[C@@H]3CCC4=CC(=O)C=C[C@]4(C)[C@@]3(F)[C@@H](O)C[C@@]21C
5	-4	-2	0.4	2	-3	0	-2	5	4	O=C(O)c1cc(=O)c2ccccc2o1
2	-2	2	-0.1	-2	-6	-3	-2	3	-6	CN(C)C/C=C(\c1ccc(Br)cc1)c1cccnc1
-2	4	2	0.5	3	0	8	-3	4	-4	O=C(O)Cc1cn(-c2ccccc2)nc1-c1ccc(Cl)cc1
7	5	-7	0.3	0	-4	3	-1	-5	6	COc1cc(C2Oc3cc(C4Oc5cc(O)cc(O)c5C(=O)C4O)ccc3OC2CO)ccc1O (stereo unspecified)
2	9	-1	0.4	4	2	0	6	9	6	CN(C)S(=O)(=O)n1cc(/C=C(\NC(=O)c2ccccc2)C(=O)NCCCn2ccnc2)c2ccccc21

Following part:
DDE Tn7 FP inh	ADAM10 inh	PLCg1 inh	KLK7 zymogen act	TDP2 inh	ADAM17 inh	LEDGF integ inh	ARFGAP1 inh	DDE Tn6 FP inh	ASAP1 GAP inh	structure
-1	9	0	-0.8	-12	2	2	-13	-1	10	Cc1scc2c1N(C(=O)CN1CCN(C)CC1)c1ccccc1NC2=O
-2	-11	-1	-0.1	-3	-8	-1	11	1	7	O=C(O)Cc1sc(-c2ccccc2)nc1-c1ccc(Cl)cc1
-3	-11	-1	0.7	6	-7	2	-4	-1	-8	CCc1cccc(CC)c1NC(=O)CN(CC(=O)O)CC(=O)O
10	12	8	-0.6	-8	2	4	-3	2	4	CCCCCCCCCCCCCCC[C@@H](O)[C@@H](N)CO
0	-9	-1	-0.1	10	-2	1	0	4	0	O=C1NC(=O)C2(CCOc3ccc(F)cc32)N1 (stereo unspecified)
3	i	i	60*	-11	i	1	-9	-2	1	CC(=O)Oc1ccc2c(C)cc(=O)oc2c1
6	3	3	0.4	3	-1	-2	7	0	-7	CCc1ccccc1OC[C@@H](O)CN[C@H]1CCCc2ccccc21
1&3	i	-291	14*!	9&7	-216	3&0	-4&-15	6&3	5&-9	Nc1c2ccccc2nc2ccccc12
3	8	9	-1.3	-6	-6	2	11	-3	19	CC(C)(C)NCC(O)COc1cccc2c1CC(O)C(O)C2 (stereo unspecified)
-1	-10	1	0.4	11	-6	1	2	-1	-7	CC(C)NNC(=O)c1ccncc1
3	-4	-1	0.3	0	-3	0	-5	-5	-11	Nc1ncnc2c1c(-c1ccc(Oc3ccccc3)cc1)cn2C1CCCC1
3	-5	-1	0.0	1	-2	1	-9	6	5	COc1ccc(C(=O)c2ccccc2)c(O)c1
4	3	3	0.5	16	1	1	-7	1	11	CCCC1(c2ccccc2)NC(=O)N(CC(=O)N(C)Cc2c(F)cccc2Cl)C1=O (stereo unspecified)
10	-11	2	0.7	8	-6	-5	4	-5	-13	CCCCCCCCCCCCCCCC(O)C(N)CO (stereo unspecified)
-1	-84	-1	-0.2	-6	-1	4	5	2	-5	CCCC(=O)O[C@]1(C(=O)COC(C)=O)CC[C@H]2[C@@H]3C[C@H](F)C4=CC(=O)C=C[C@]4(C)[C@@]3(F)[C@@H](O)C[C@@]21C
